Screening results from PubChem BioAssay.
Rev-erbA mod: modulators of Rev-erb alpha DNA binding, primary screen, biochemical, FITC-DNA, fluorescence polarization, uHTS; Rev-erbα–FITC-DNA binding, 90 min; 370,000 compounds, 0.79% hits; activity, % at 10 µM;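 active = activity above about 14%, limit read from the data; passing the limit was not always enough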;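 note: 0% = DMSO wells with 35 nM protein and 100% = DMSO wells with 750 nM protein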
Target sequence (P20393 whole entry, looked up): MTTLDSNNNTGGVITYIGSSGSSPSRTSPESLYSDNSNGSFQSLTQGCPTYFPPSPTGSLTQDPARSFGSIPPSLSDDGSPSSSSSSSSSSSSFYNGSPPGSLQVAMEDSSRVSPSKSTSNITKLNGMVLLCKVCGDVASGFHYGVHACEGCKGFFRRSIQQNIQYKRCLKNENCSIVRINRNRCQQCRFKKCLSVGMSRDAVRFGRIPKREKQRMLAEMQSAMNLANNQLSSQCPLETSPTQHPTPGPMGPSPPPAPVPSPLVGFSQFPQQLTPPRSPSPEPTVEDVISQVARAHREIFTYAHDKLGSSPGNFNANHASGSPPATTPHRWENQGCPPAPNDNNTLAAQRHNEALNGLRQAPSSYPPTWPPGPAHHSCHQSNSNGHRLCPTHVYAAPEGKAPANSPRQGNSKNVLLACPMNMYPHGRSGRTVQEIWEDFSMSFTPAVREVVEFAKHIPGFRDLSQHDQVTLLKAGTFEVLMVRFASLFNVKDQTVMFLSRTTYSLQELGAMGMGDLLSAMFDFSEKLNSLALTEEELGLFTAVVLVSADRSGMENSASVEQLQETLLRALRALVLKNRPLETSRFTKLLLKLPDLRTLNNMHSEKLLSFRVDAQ
ARFGAP1 inh: inhibitors of rat ARFGAP1 GAP activity, primary screen, biochemical, fluorescence polarization, GDP tracer; ADP-ribosylation factor GTPase-activating protein 1 (Rattus norvegicus), Q62848; Arfgap1-stimulated ARF1 GTP hydrolysis, GDP FP detection; inhibition, % at 16.5 µM; 360,000 compounds, 0.26% hits; AID 651572, 2012;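 active = inhibition above a per-plate limit, mean inhibition of low control wells plus 3 SD, cut at about 25% in these data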;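 note: 0% = DMSO wells with enzyme and 100% = wells lacking Arfgap1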
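Assay system: Rat Arfgap1 GAP domain (His6, aa 1-136), purified enzyme | Buffer or medium: HEPES 25 mM pH 7.5, NaCl 150 mM, MgCl2, DTT | Schedule: GTP hydrolysis reaction 2 h at 25 °C | Signal: FP of antibody-bound GDP Alexa 633 tracer, ex 620/em 688 nm | Measure: Percent inhibition of Arfgap1-stimulated GTP hydrolysis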
ASAP1 inh: inhibitors of human ASAP1 ArfGAP activity, primary screen, biochemical, fluorescence polarization. Arf-GAP with SH3 domain, ANK repeat and PH domain-containing protein 1 (Homo sapiens), …. 360,000 compounds, 0.19% hits. inhibition, % at 16.5 µM. ASAP1-stimulated ARF1 GTP hydrolysis, GDP FP detection; in the data active = inhibition above about 25%;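 note: 0% = vehicle with enzyme and substrate and 100% = no enzyme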
Target sequence (Q9ULH1 325-724 limits assumed): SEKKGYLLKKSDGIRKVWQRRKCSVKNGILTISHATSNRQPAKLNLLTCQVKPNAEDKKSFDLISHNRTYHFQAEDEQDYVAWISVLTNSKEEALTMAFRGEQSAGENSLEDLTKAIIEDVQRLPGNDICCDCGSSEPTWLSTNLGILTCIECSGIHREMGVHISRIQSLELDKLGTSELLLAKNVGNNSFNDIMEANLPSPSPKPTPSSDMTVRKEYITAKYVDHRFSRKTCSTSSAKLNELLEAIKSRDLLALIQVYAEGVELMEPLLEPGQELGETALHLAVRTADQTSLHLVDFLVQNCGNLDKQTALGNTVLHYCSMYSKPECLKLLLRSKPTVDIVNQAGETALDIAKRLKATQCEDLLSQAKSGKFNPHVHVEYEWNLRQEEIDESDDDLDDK
sPLA2-III inh: human group III sPLA2 inhibitors, primary screen, biochemical, QFRET, BODIPY PC-A2 liposome substrate. Group 3 secretory phospholipase A2 (Homo sapiens), Q9NZ20. QFRET BODIPY PC-A2 liposome hydrolysis, fluorescence. inhibition, % at 12.2 µM. 370,000 compounds, 0.56% hits. AID 743126, 2013;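 active = inhibition above mean plus 3 SD of compounds lying within the high and low control bounds, cut at about 19% in these data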;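 note: 0% = median of test compound wells and 100% = no enzyme DMSO wells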
Tn6 DDE FP: inhibitors of Tn6 peptide binding to fibrin DD(E), primary screen, biochemical, fluorescence polarization, human fibrin, Tn6 probe; Fibrinogen beta chain (Homo sapiens), P02675; Fibrin DD(E) TRITC-Tn6 fluorescence polarization displacement; inhibition, % at 8.3 µM; 370,000 compounds, 0.21% hits;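 active = inhibition above a per-campaign cutoff: mean of compounds within control limits plus 3 SD, cut at about 15% in these data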;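 note: 0% = median of all compound wells on the plate and 100% = blocking peptide control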
Tn7 DDE FP: inhibitors of Tn7 peptide binding to fibrin DD(E), primary screen, biochemical, fluorescence polarization, human fibrin, Tn7 probe; AID 720508, 2013; FP displacement of FITC-Tn7 peptide from fibrin DD(E); 0% = median of compound wells per plate; inhibition, % at 8.3 µM; 370,000 compounds, 0.13% hits;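 active = inhibition above the mean of compounds falling within the control limits plus 3 SD of them, cut at about 14% in these data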;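 note: 0% = plate median of compound wells and 100% = 10 µM Aha-Tn7 peptide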
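Assay system: Human fibrin DD(E) protein | Medium: Tris buffer with calcium and detergent, pH 7.8 | Reagent: 0.1 µM fluorescent Tn7 | Compound dosing: Single point at 8.3 µM | Times: 10 min preincubation, 3 h with tracer, room temperature | Detection: Fluorescence polarization of the labelled Tn7 tracer | Controls: Aha-Tn7 high control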
KLK7 zymogen act: proKLK7 zymogen activators, primary screen, biochemical, fluorescence intensity; Kallikrein-7 (Homo sapiens), P49862; purified proKLK7, EDANS-DABCYL substrate fluorescence; 100% is mature enzyme control, 0% vehicle; activation, % at 7 µM; 370,000 compounds, 0.9% hits; AID 652039, 2013;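 active = activation above the mean of all tested compounds plus 3 SD, computed per campaign excluding outliers beyond control limits, cut at about 13% in these data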
PLCb3 inh: human PLC-beta3 inhibitors, primary screen, biochemical, fluorescence; 1-phosphatidylinositol 4,5-bisphosphate phosphodiesterase beta-3 (Homo sapiens), Q01970; Purified PLC-beta3, fluorogenic substrate; inhibition, % at 12.2 µM; 370,000 compounds, 0.18% hits; AID 720704, 2013; in the data active = inhibition above about 11%;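 note: 0% = median of compound wells on plate and 100% = full blocker control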
UHRF1 MBD2 ctr: UHRF1 methylated DNA binding inhibitors, primary screen, counter-screen for MBD2 inhibitor project, biochemical, TR-FRET, human UHRF1, single concentration | E3 ubiquitin-protein ligase UHRF1 (Homo sapiens), Q96T88 | AID 687016, 2013 | UHRF1 binding to methylated oligo | 370,000 compounds, 0.75% hits | inhibition, % at 4.4 µM; in the data active = inhibition above about 21%;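 note: UHRF1 SRA domain binding a hemimethylated CpG hairpin DNA probe; 0% = median of test compound wells and 100% = reference inhibitor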
PLCg1 inh: PLC-gamma1 enzyme inhibitors, primary screen, biochemical, fluorescence, purified enzyme; fluorogenic substrate; inhibition, % at 12.2 µM; 370,000 compounds, 0.84% hits; in the data active = inhibition above about 9.5%
Numbers without * were called inactive.

SMILES	Rev-erbA mod	ARFGAP1 inh	ASAP1 inh	sPLA2-III inh	Tn6 DDE FP	Tn7 DDE FP	KLK7 zymogen act	PLCb3 inh	UHRF1 MBD2 ctr	PLCg1 inh
Cn1nc(-c2ccccc2)nc1-c1ccccc1	-2.8	3.3	11.8	0.9	0.8	-10.0	0.7	4.8	2.1	0.6
C[C@@H]1CN([C@H](C)CO)S(=O)(=O)c2ccc(C#Cc3ccccc3)cc2O[C@@H]1CN(C)C(=O)CN(C)C	-7.3	7.2	-14.0	-8.1	4.3	1.8	2.3	-48.4	-1.6	-34.5
CN1CCCN(C(=O)c2cc3c(s2)CCCC3)CC1	0.4	-10.8	-1.1	-2.3	-1.9	2.5	-0.6	-6.2	0.9	0.9
CCc1ccc(NC(=O)C(C)OC(=O)C2CCC(=O)N2)cc1 (configuration not stated)	-8.2	-3.8	9.0	-0.1	2.5	6.8	-0.2	8.0	-0.1	3.1
CC(=O)Nc1ccc(S(=O)(=O)Nc2cccc(-n3c(C)nc4ccccc4c3=O)c2)cc1	4.8	16.2	9.4	9.4	-6.3	0.4	-0.7	-6.5	0.4	2.2
CCOCCOC(=O)COc1ccc2c(=O)c(Oc3ccc(OC)cc3)coc2c1	5.7	4.7	-11.4	2.7	-8.2	4.2	0.4	-9.3	3.0	2.2
COc1ccc(-c2cn3cc(C)ccc3n2)cc1Br	4.9	-1.2	-6.7	-2.9	6.4	-1.9	-1.6	-10.1	2.1	-10.6
CCn1c(SCc2ccccc2)nnc1-c1cccs1	-2.4	5.4	7.4	2.8	-0.6	-5.1	-0.4	-2.7	4.3	-0.9
CC(O)C(NS(=O)(=O)c1ccc(Cl)cc1)C(=O)OCCOc1ccc(F)cc1 (configuration not stated)	-0.1	-4.3	-11.2	-10.7	-6.5	4.0	0.1	3.8	1.6	6.8
CN1/C(=C\C=C(C#N)C#N)C(C)(C)c2ccccc21	18.3	0.9	-0.8	8.3	4.9	3.0	-0.3	-5.5	1.8	0.6
CCn1c(SCC(=O)NC2CCCc3ccccc32)nnc1-c1ccncc1 (configuration not stated)	-7.8	-5.6	-5.8	-4.6	1.7	-1.5	-0.1	0.2	2.5	0.5
CCN(CC)C(=O)CSc1nc2sc3c(c2c(=O)n1-c1ccc(C)cc1)CC(C)(C)SC3	8.0	-1.0	-2.9	-4.7	8.5	1.4	0.2	-3.6	-2.3	-4.5
O=c1c2sc3ccccc3c2[nH]c(=S)n1CCN1CCOCC1	-0.3	4.8	10.7	4.9	0.6	-4.4	0.1	-0.2	-0.1	-1.2
CCOC(=O)c1c(NC(=O)CN(C)C)sc(C(=O)N(CC)CC)c1C	1.4	12.2	-8.1	2.2	3.6	-1.3	-0.2	0.2	5.1	1.1
O=C(CC1C(=O)NCCN1Cc1c(F)cccc1Cl)NCCCn1cccn1 (configuration not stated)	-6.6	2.9	4.1	10.7	-3.6	-7.5	0.5	-3.8	5.4	-1.6
O=C(Cn1c(=O)oc2cc(S(=O)(=O)N3CCCC3)ccc21)NCc1ccc(F)cc1	-3.1	-3.1	-11.6	-0.2	0.4	-3.1	-0.1	-1.6	3.0	2.0
CCN(C[C@H]1N[C@@](Cc2ccccc2)(C(=O)OC)[C@H]2C(=O)N(C)C(=O)[C@@H]12)C(=O)COc1ccccc1	6.1	-13.9	2.1	3.5	8.4	6.8	-0.4	1.7	3.3	-2.1
CCOc1cc(C(C(=O)NCC2CCCO2)N(C(=O)Cn2nnc3ccccc32)c2ccccc2OC)ccc1O (configuration not stated)	1.5	-13.5	1.2	-13.6	8.5	-0.3	0.1	-3.5	-0.2	0.6
O=C(CCC(=O)n1ncc2ccccc21)N1CCCCC1	2.0	10.7	-9.4	-0.1	1.6	2.4	0.8	1.5	0.3	2.5
CC(C)NCC(O)(c1ccc(Cl)cc1)c1ccc(Cl)cc1	-2.3	2.8	-4.0	0.5	0.6	0.4	-0.2	4.8	1.1	3.2
C=CCSc1nnc2c(n1)OC=Nc1ccccc1-2	2.7	5.0	7.9	10.8	-4.6	5.5	-0.5	0.8	1.0	0.8
O=C(NCCCN1CCOCC1)c1onc(CSc2ccccc2)c1C(=O)NCCCN1CCOCC1	-2.4	5.6	13.1	4.3	4.1	-6.7	0.3	8.9	-2.0	0.4
Cc1ccc(S(=O)(=O)/C(C#N)=C/c2c(N3CCOCC3)nc3c(C)cccn3c2=O)cc1	-5.9	-4.2	4.0	-4.7	-3.6	4.7	-0.2	-24.6	-4.3	-17.7
COC(=O)c1ccc(/C=N/NS(=O)(=O)c2cc(C)ccc2C)cc1	1.8	-1.9	-8.8	5.2	2.4	6.4	-0.9	3.8	1.9	-1.0
CCOc1ccc(C2=Nn3c(nnc3-c3ccco3)SC2)cc1	1.2	8.7	6.0	-11.3	3.2	-2.1	-0.3	0.9	3.5	5.3
CC(=O)c1cccc(NC(=O)CO/N=C2/CCCc3nonc32)c1	-1.1	-4.7	3.2	-3.4	-10.6	-0.8	0.1	-7.9	-0.4	-1.1
CCOC(=O)N1CCC(N2Cc3cccc(C(=O)Nc4ccc(OC)c(OC)c4)c3C2=O)CC1	-0.9	-0.9	10.8	-3.8	8.3	4.7	0.5	0.8	1.0	1.7
C/C(=N\NC(=O)CC1N=C(Cc2ccccc2)NNC1=O)c1ccccc1 (configuration not stated)	-1.2	-4.2	11.3	4.3	1.0	10.1	-1.3	-3.8	-0.4	-1.7
CC(=O)Nc1ccc(N=Nc2ccccc2)cc1[N+](=O)[O-]	2.4	9.6	-7.4	4.9	1.1	1.5	0.4	-1.5	-1.7	-0.2
CCCn1[nH]cc(SC)c(=O)c1=O	-4.0	-3.0	-1.5	7.4	2.5	2.3	-0.5	-0.9	8.5	-2.5
CCOC(=O)C(C)Sc1nnc(NC(=O)c2ccc(C)c([N+](=O)[O-])c2)s1 (configuration not stated)	3.8	2.8	-8.1	-2.8	1.8	0.7	1.0	-0.9	0.6	2.4
N#CC1(c2ccccc2)CCCN1C(=O)c1ccc(Br)cc1 (configuration not stated)	-2.1	-1.9	6.2	4.2	-7.7	2.7	0.7	1.3	-3.0	-2.2
O=C1NC(=O)C(=C2CCOC2=O)N1	-11.4	-16.5	0.1	0.6	0.3	7.5	0.2	1.6	0.9	1.3
Cc1ncc([N+](=O)[O-])n1CC(=O)NCc1ccccc1	0.0	3.0	-7.5	3.2	-6.5	-0.1	-0.7	2.6	-2.8	2.9
COc1ccc(N2CCN(C3CCCN(Cc4ccc(F)cc4Cl)C3)CC2)cc1 (configuration not stated)	-2.5	5.5	11.5	2.3	2.8	-2.8	0.4	-5.5	0.4	-3.2
COc1ccccc1C(CC(=O)c1ccccc1)CC(=O)c1ccccc1	5.4	-2.2	7.5	-14.9	1.0	-2.8	-0.4	-3.3	-3.1	-1.1
O=C(Nc1ccc(Cl)cc1C(=O)Nc1ccncc1)c1ccco1	-2.3	20.8	7.2	-11.0	-4.1	-5.8	0.1	-86.0	1.3	-71.3
CCN(Cc1ccccc1)C(=O)CCS(=O)(=O)c1ccc2c(c1)CCN2C(C)=O	-3.4	-1.5	-13.8	8.9	0.5	4.9	0.1	-4.8	0.6	-0.7
C=CCN(CC=C)C(=O)C1CCC(C(=O)N(CC=C)CC=C)CC1 (configuration not stated)	-1.6	3.7	-5.6	2.4	-2.5	-5.8	-0.1	3.1	0.1	5.8
CC1(c2ccc3c(c2)OCO3)NC(=O)N(CC(=O)NCCC2=CCCCC2)C1=O (configuration not stated)	-1.4	-17.9	10.4	-2.4	3.0	0.9	-0.4	3.2	0.5	-0.6
C[C@H]1CN([C@@H](C)CO)C(=O)CCCn2nncc2CO[C@H]1CN(C)S(=O)(=O)c1ccc(Oc2ccccc2)cc1	0.4	-14.4	-15.4	-4.5	-1.4	3.4	0.7	0.3	3.3	0.7
CC(C)N(Cc1nccn1C)C(=O)c1ccc2oc(CCCc3ccccc3)nc2c1	-1.4	-0.2	11.4	-1.6	2.9	-5.4	0.2	-3.0	-1.0	-1.7
COc1cc2c(c(OC)c1OC)C1(CCCCC1)CC2NCC=C(C)C (configuration not stated)	-4.0	14.2	-4.3	3.2	-0.1	5.3	0.0	-4.3	-1.2	-1.7
CN(CC(O)COCc1ccc2c(c1)OCO2)C1CCCCC1 (configuration not stated)	0.6	-10.5	7.9	5.9	5.3	-6.4	-1.2	-0.2	-1.2	0.4
CC(Nc1ccc2c(c1)OCCO2)C(=O)N1c2ccccc2CC1C (configuration not stated)	-0.9	-5.9	-8.0	5.6	6.3	2.0	0.6	-3.3	-1.2	-0.8
C=CCn1c(SCC(=O)NCCO)nc2sc(C)c(C)c2c1=O	1.9	15.1	-7.2	2.7	-14.4	6.7	-0.4	2.9	-1.4	1.0
CCCN(C(=O)c1cn(-c2ccccc2)nc1-c1ccc(OC)cc1)C1CCS(=O)(=O)C1 (configuration not stated)	-4.7	0.5	-1.8	-3.9	-0.7	-3.5	0.2	-4.2	5.3	-0.7
Cc1cccc(S(=O)(=O)NC(=O)C2(C)CCN2C(=O)Cc2ccc(-c3ccccc3)cc2)c1 (configuration not stated)	2.5	10.5	1.1	-31.8	-3.8	7.7	0.4	-8.9	-0.1	-7.1

A few values from the list.
Entry for CCOC(=O)C(C)Sc1nnc(NC(=O)c2ccc(C)c([N+](=O)[O-])c2)s1 (configuration not stated) under Tn6 DDE FP: 1.8
Entry for CCCN(C(=O)c1cn(-c2ccccc2)nc1-c1ccc(OC)cc1)C1CCS(=O)(=O)C1 (configuration not stated) under sPLA2-III inh: -3.9
